# PolyA inh = polyadenylation inhibitors in yeast reporter cells, primary screen, luminescence, S. cerevisiae; S. cerevisiae SKY197-pL101 polyadenylation reporter, beta-gal luminescence; efflux-impaired pdr1/pdr3 knockout yeast; score 100 = 6 SD above DMSO; calls only at 12 µM; 300,000 compounds, 0.02% hits; AID 1875, 2009;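 active = lowest replicate activity score at least 50, where 100 means six control SD above control mean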;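 also: yeast exposed to compound for 9 h at 30 °C; higher score means more reporter readthrough which indicates perturbed polyadenylation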
# KCNQ1 pot = potentiators or activators of KCNQ1 channel, primary screen, cell-based, thallium flux, high-throughput; AID 2648, 2010; 310,000 compounds, 0.35% hits; B-score at 10 µM; CHO-K1 KCNQ1, thallium flux FluxOR fluorescence; hits give high values;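 active = fluorescence ratio B-score, a plate-corrected score, at least three library SD, with initial intensity B-score within 5 SD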
# Target sequence (P51787 whole entry, looked up): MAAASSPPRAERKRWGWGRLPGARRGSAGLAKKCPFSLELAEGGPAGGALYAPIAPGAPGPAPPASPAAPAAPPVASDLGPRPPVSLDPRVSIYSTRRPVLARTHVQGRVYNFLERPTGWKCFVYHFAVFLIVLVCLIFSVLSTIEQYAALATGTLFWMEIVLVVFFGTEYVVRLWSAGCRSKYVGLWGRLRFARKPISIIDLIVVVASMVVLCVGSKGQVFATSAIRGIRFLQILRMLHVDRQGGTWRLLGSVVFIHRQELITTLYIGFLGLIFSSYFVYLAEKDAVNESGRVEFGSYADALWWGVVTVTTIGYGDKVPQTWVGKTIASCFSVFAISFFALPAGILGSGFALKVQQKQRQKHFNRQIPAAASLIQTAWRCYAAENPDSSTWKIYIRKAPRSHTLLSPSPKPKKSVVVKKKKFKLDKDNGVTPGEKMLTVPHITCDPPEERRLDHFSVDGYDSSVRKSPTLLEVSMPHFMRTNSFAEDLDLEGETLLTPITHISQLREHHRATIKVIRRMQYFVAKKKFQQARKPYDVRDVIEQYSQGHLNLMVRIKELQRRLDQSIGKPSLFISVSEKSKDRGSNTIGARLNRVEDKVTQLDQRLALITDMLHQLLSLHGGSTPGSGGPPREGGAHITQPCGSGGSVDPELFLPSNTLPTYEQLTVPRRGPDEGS
#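 Material: CHO-K1 cells stably expressing KCNQ1. Medium: assay buffer for compound exposure, DMSO matched across wells. Reagent: K+/Tl+ depolarizing stimulus. Compound dosing: single-concentration screen. Times: 37 °C overnight plating, 90-min dark dye load, 20-min compound pretreatment. Technique: FluxOR Tl+ flux fluorescence.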
# KCNQ1 inh = inhibitors of human KCNQ1 channel, primary screen, cell-based, thallium flux, high-throughput; CHO-K1 KCNQ1, FluxOR thallium flux fluorescence; hits give high values; Potassium voltage-gated channel subfamily KQT member 1 (Homo sapiens), P51787; 310,000 compounds, 1.3% hits; B-score at 10 µM; AID 2642, 2010;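 active = compounds whose thallium flux B-score, printed positive for inhibition, exceeds three library SD while starting fluorescence stays within three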;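 also: channel opened by potassium depolarization with thallium stimulus after 20 min compound exposure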
# GSK3B inh = human GSK3beta kinase inhibitors, primary screen, biochemical, cell-free homogeneous, HTS | activity score (negative = inhibition), % at 10 µM | Glycogen synthase kinase-3 beta (Homo sapiens), P49841 | 300,000 compounds, 0.038% hits | AID 2097, 2009 | GST-GSK3beta kinase, ADP-Glo luminescence, 60 min; hits give low values;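 active = more than half of replicate wells score below -50%, meaning over 50% inhibition versus plate controls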;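 also: 0% = median DMSO wells and -100% = median GW8510 positive control wells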
# Target sequence (P49841 whole entry, looked up): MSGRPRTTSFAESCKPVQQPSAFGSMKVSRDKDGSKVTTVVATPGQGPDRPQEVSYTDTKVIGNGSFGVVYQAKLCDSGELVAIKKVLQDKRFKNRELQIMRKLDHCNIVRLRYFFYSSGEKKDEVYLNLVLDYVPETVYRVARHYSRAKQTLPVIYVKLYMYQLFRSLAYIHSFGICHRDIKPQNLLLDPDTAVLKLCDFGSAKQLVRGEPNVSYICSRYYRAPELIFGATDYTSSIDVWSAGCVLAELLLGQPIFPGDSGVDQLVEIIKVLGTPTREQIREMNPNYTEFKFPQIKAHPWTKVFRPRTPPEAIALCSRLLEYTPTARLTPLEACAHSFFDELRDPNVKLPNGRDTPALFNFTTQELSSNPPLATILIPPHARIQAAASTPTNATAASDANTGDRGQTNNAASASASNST
#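 Test system – GST-tagged human GSK3beta kinase, cell-free · Incubation – 60 min enzyme reaction, room temperature · Signal – ADP-Glo luminescence · Also added – peptide substrate and ATP at 25 µM · Controls – DMSO neutral wells and GW8510 at 20 µM as positive · Buffer or medium – Tris/MgCl2 kinase buffer · Measure – Luminescence-derived activity versus plate DMSO and GW8510 wells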
# RGS4 block = RGS4 inhibitors, primary screen, cell-based, HEK293 M3R inducible RGS4, calcium flux | Regulator of G-protein signaling 4 (Homo sapiens), P49798 | Fluo-4 calcium flux; hits give high values; triggered by carbachol at its EC20 | B-score at 10 µM | 310,000 compounds, 0.45% hits | AID 463165, 2010;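 active = B-score, a plate-corrected calcium signal, over three deviations above library mean, with baseline fluorescence within five deviations of library mean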;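 also: RGS4 expression induced by doxycycline in cells with stable M3 receptor; B-score is computed from the integrated fluorescence ratio over baseline after carbachol; higher B-score means a larger calcium signal and so more RGS4 inhibition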
# hERG rescue = hERG rescue from dofetilide block, primary screen, cell-based, CHO-hERG, FluxOR thallium flux, dofetilide IC70. Voltage-gated inwardly rectifying potassium channel KCNH2 (Homo sapiens), Q12809. dofetilide IC70 present. activation (rescue from dofetilide block), less the hit threshold, % at 10 µM. 310,000 compounds, 0.51% hits;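 active = activation above the mean of controls blocked by dofetilide plus 5 SD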;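 also: thallium influx through hERG after potassium depolarization seen as dye fluorescence rise; in these data hits start at about 4.7%; inactives centre near -7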
# KCNK9 block = KCNK9 potassium channel inhibitors, primary screen, HEK293 cells, thallium flux | Potassium channel subfamily K member 9 (Homo sapiens), Q9NPC2 | FluxOR thallium flux fluorescence; hits give low values | B-score at 10 µM | 310,000 compounds, 1.2% hits;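 active = ratio B-score over 3 SD below the library mean, with starting fluorescence within 5 SD of its mean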;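 also: negative B-score means less thallium flux so channel inhibition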
# Dyrk1A ADPGlo = rat Dyrk1A kinase inhibitors, primary screen, biochemical, single point, plate reader | inhibition, % at 12.5 µM | Dual specificity tyrosine-phosphorylation-regulated kinase 1A (Rattus norvegicus), Q63470 | ADP-Glo luminescence, NFATc1 peptide | 310,000 compounds, 0.43% hits; in the data active = inhibition above about 50%;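 also: plate controls were vehicle with enzyme for no effect and no enzyme for full effect; many of its hits are not listed in these tables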
# GSK3A inh = blockers of GSK3A enzyme activity – biochemical, luminescence, cell-free homogeneous, HTS, primary screen; Glycogen synthase kinase-3 alpha (Homo sapiens), P49840; GSK-3 alpha kinase, ADP-Glo luminescence, 60 min; inhibition, % at 10 µM; 320,000 compounds, 0.1% hits; AID 2650, 2010;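 in the data active = inhibition above about 50%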;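 also: GST-tagged GSK-3 alpha with peptide substrate and 25 µM ATP; 0% = DMSO neutral wells and 100% = GW8510 positive control wells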
# RGS4 pot = RGS4 potentiators or activators, primary screen, cell-based, HEK293 M3R inducible RGS4, calcium flux; carbachol calcium flux Fluo4; hits give low values; B-score at 10 µM; 310,000 compounds, 0.92% hits; AID 463111, 2010;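 active = B-score of the integrated calcium signal more than 4 SD below the library mean, with starting fluorescence not abnormally high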;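 also: negative B-score means reduced calcium response which marks RGS4 activation or potentiation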
#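 Material: M3R-expressing HEK293 line, RGS4 induced by doxycycline | Schedule: Overnight RGS4 induction, 30 min dye load 37 °C, 20 min compound RT | Measured by: Fluo4 fluorescence kinetic imaging of calcium | Read-out: Integrated calcium ratio converted to B score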
# KCNK3 block = human KCNK3 channel inhibitors, primary screen, CHO cells, FluxOR thallium flux, B-score. Potassium channel subfamily K member 3 (Homo sapiens), O14649. FluxOR fluorescence; hits give low values. B-score at 10 µM. 340,000 compounds, 0.84% hits;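 active = B-score under library mean minus 4 SD, starting fluorescence ratio at most library mean plus 5 SD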;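 also: more negative B-score means stronger inhibition of thallium flux through KCNK3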
# * hit, by the source's call; i = inactive; · = no result given.
SMILES,PolyA inh,KCNQ1 pot,KCNQ1 inh,GSK3B inh,RGS4 block,hERG rescue,KCNK9 block,Dyrk1A ADPGlo,GSK3A inh,RGS4 pot,KCNK3 block
O=S(=O)([N-]c1nc2ccccc2nc1-[n+]1ccc(-c2ccncc2)cc1)c1ccccc1,i,i,i,-3,i,-11,i,0,-1,i,i
CC(C)/C=C1\CCCCC1N(C)C(=O)NC(C)C (stereo not drawn),i,i,i,2,i,-14,i,-1,-3,i,i
CC(C)[C@H]1CN(C)CCN1Cc1cn(C)nc1-c1cccc(Cl)c1,i,i,i,2,i,-13,i,-1,-2,i,i
Cc1ccc(S(=O)(=O)CC(=O)Nc2ccc(S(=O)(=O)Nc3onc(C)c3C)cc2)cc1,i,i,i,1,i,4,i,·,1,i,i
COc1ccc(CNCc2cc(C)c(OC)cc2C)c(OC)c1,i,i,i,-2,i,-11,i,-3,0,i,i
CCN(CC)S(=O)(=O)c1ccc(OC)c(NC(=O)c2ccc(=O)[nH]c2)c1,i,i,i,-3,i,-8,i,10,-2,i,i
CC(=O)C1C(c2cccc(F)c2)NC(=O)NC1(O)C(F)(F)F (stereo not drawn),i,i,i,3,i,-4,i,-5,-1,i,i
Cc1ccc(C23CC4CC(CC(C(=O)N5CCN(C)CC5)(C4)C2)C3)cc1,i,i,i,3,i,-5,i,-9,1,i,i
CCCNC(=O)CCc1c(C)nc2nc(-c3cc(OC)cc(OC)c3)nn2c1C,i,i,i,0,i,-3,i,0,0,i,i
NC(=O)C1CCN(C(c2ccccc2)c2nnnn2C2CCCC2)CC1 (stereo not drawn),i,i,i,3,i,-2,i,-10,0,i,i
COC(=O)C1CSc2[nH]c(=O)sc2C1c1ccc(OC)c(OC)c1 (stereo not drawn),i,i,i,6,i,-12,i,2,0,i,i
Cc1ccc(NC(=O)COC(=O)C2CCN(c3ccc(C(F)(F)F)cn3)CC2)cc1C,i,i,i,·,i,-2,i,5,-1,i,i
CC1CCCC(NC(=O)CCCn2ncn3c(cc4occc43)c2=O)C1C (stereo not drawn),i,i,i,-4,i,-11,i,13,-3,i,i
CNc1nc(SCc2ccccc2Cl)nc2c1CCCC2,i,i,i,0,i,-8,-11*,-7,-2,i,i
Cc1cccc(Oc2ncnc3onc(C)c23)c1C,i,i,i,-3,i,-10,i,2,-4,i,i
COCCn1c(-c2ccc(SC)cc2)nc2c1c(=O)[nH]c(=O)n2CC(C)C,i,i,i,1,i,-2,i,0,8,i,i
Cc1ccc(-c2ccc(SCC(=O)N3CCc4ccccc43)nn2)cc1,i,i,i,-1,i,-7,i,·,·,i,·
CN(C)CCCN(C(=O)COc1ccccc1)c1nc2cc3c(cc2s1)OCCO3,i,i,i,0,i,-5,i,-2,-1,i,i
CCOCC(=O)Nc1c(C(=O)Nc2ccc3c(c2)OCCO3)oc2ccccc12,i,i,i,2,i,-19,i,·,-1,i,i
CCN(N)C(=S)Nc1ccc(F)cc1,i,i,i,2,i,-9,i,·,-2,i,i
CCN(CC(=O)NCc1ccc(Cl)cc1)C(=O)CSCC(=O)Nc1ccc(C)cc1,i,i,i,0,i,-11,i,-1,-1,i,i
Cc1ccc(-c2nnn3c2nc(NC(C)C)c2ccccc23)cc1,i,i,i,-3,i,-4,i,2,1,i,i
CC1CC1C(=O)Nc1nc(-c2ccccc2)cs1 (stereo not drawn),i,i,i,0,i,-10,i,2,·,i,i
Cc1nc(NC(=O)CN2CCC(O)(c3ccc(F)cc3)CC2)sc1C,i,i,i,-1,i,-8,i,-2,1,i,i
O=C(Cc1nnc(NC(=O)c2cccc([N+](=O)[O-])c2)s1)NCc1ccccc1,i,i,i,0,i,-2,i,1,1,i,i

# Further records follow:
SMILES,PolyA inh,KCNQ1 pot,KCNQ1 inh,GSK3B inh,RGS4 block,hERG rescue,KCNK9 block,Dyrk1A ADPGlo,GSK3A inh,RGS4 pot,KCNK3 block
O=c1cc(-c2ccccc2Cl)oc2c([N+](=O)[O-])c(O)cc(O)c12,·,i,8*,-53*,10*,-8,i,83*,39,i,i
CNC(=S)N1CCC(n2cnc3ccccc32)CC1,i,i,i,1,i,0,i,2,-1,i,i
CC(=O)c1ccc(N2CCN(CN3C(=O)CC4(CCCC4)C3=O)CC2)c(F)c1,i,i,i,1,i,-11,i,-3,1,i,i
CC(C)(C)NC(=O)C(=O)NNC(=O)c1ccccc1,i,i,i,1,i,-2,i,6,4,i,i
Cc1ccc(CN2CCN(CC(=O)N/N=C/c3ccccc3F)CC2)cc1,i,i,i,-3,i,-7,i,2,-1,i,i
Cc1nc2c(O)cccc2cc1CO,i,i,i,1,i,-5,i,-2,-4,i,i
CCCCn1c(N)c(N(CCC(C)C)C(=O)CCCc2nc3ccccc3s2)c(=O)[nH]c1=O,i,i,i,-1,i,-13,i,-3,2,i,i
Cc1ccc(OCC(=O)N2CCc3ccccc3C2)c([N+](=O)[O-])n1,i,i,i,-3,i,-5,i,1,8,i,i
O=C(N/N=C1\CC2CC=CC12)c1ccccc1Cl (stereo not drawn),i,i,i,1,i,-15,i,5,3,i,i
COc1ccc(CCC(=O)NCc2cnn(C)c2)cc1,i,i,i,2,i,-3,i,-5,-3,i,i
Cc1ccc(-c2cc(C(=O)N/N=C/c3c(C)nn(C)c3C)c3ccccc3n2)cc1C,i,i,i,-9,i,-7,i,-5,3,i,i
Cc1cccc(N=Nc2c(C)nn(-c3ccccc3)c2N)c1C,i,i,i,0,i,-5,-9.3*,-5,-3,i,i
O=C(NCc1ccccc1)C1CCC(CNS(=O)(=O)c2cccs2)CC1 (stereo not drawn),i,i,i,2,i,-9,i,1,-2,i,i
CCc1cccc(OCCOCCN2CCCC2)c1,i,i,i,·,i,-6,i,1,2,i,i
Cc1cc(/C=C(\C#N)c2nnc(N3CCOCC3)n2-c2ccccc2)c(C)n1-c1ccccc1,i,i,i,-6,i,-8,i,·,-1,i,·
COc1cc(NC(=O)C2CSC3(C)CCC(=O)N23)c(OC)cc1Cl (stereo not drawn),i,i,i,-1,i,-16,i,-15,-3,i,i
Cc1nc2c(=O)n(-c3ccc(F)c(Cl)c3)nc(C)c2s1,i,i,i,2,i,-2,i,·,-1,i,i
CN1C(=O)C(CC(N)=O)N(NC(=O)c2ccc(Cl)cc2)C1=S (stereo not drawn),i,i,i,0,i,-4,i,0,-2,i,i
Cc1ccc(NS(=O)(=O)c2c(C)[nH]c(C)c2C(=O)N2CCCCC2)cc1F,i,i,i,0,i,-6,i,-2,-1,i,i
C=CCNC(=S)Nc1cccc2[nH]ncc12,i,i,i,-2,i,-1,i,·,4,i,i
COc1ccccc1NC(=O)CSc1nc(=O)n2cc(C)ccc2n1,i,i,i,3,i,-12,i,7,1,i,i
N#CCC(=O)Nc1ccc(C(=O)N2CCN(c3ccccn3)CC2)cc1,i,i,i,-3,i,-5,i,-7,1,i,i
COc1ccc(CNc2nc3ccccc3n2C(C)C)cc1,i,i,i,-9,i,-5,i,-2,1,i,i
COc1cc(NC(=O)CSc2ccc(-c3ccccn3)nn2)cc(OC)c1,i,i,i,1,i,-4,i,-6,-2,i,i
COc1ccc(-c2nnc(SCC(=O)NC3CCCc4ccccc43)n2N)cc1 (stereo not drawn),i,i,i,1,i,-10,i,0,-1,i,i

# Next part.
SMILES,PolyA inh,KCNQ1 pot,KCNQ1 inh,GSK3B inh,RGS4 block,hERG rescue,KCNK9 block,Dyrk1A ADPGlo,GSK3A inh,RGS4 pot,KCNK3 block
Cc1cc2ncn(/N=C/c3cc(Br)ccc3O)c2cc1C,i,i,i,0,i,-9,i,·,·,i,·
O=C(Nc1ccccc1N1CCN(c2ccccc2)CC1)c1ccccc1,i,i,i,-1,i,-4,i,-2,-7,i,-9.5*
N#Cc1c(N)nc(SCC(=O)NCc2ccc3c(c2)OCO3)c(C#N)c1-c1cccs1,i,i,i,-2,i,-3,i,21,-4,i,i
CCN1CC(=O)Nc2cc(S(=O)(=O)N3CCOCC3)ccc21,i,i,i,-2,i,-12,i,-6,-4,i,i
Cc1cc(C)nc(/N=C2\NC(=O)CC(C(=O)O)N2c2ccc(C)c(C)c2)n1 (stereo not drawn),i,i,i,1,i,-8,i,2,-5,i,i
O=C(NC1CCCC1)c1ccc(Cl)c(S(=O)(=O)N2CCOCC2)c1,i,i,i,·,i,-7,i,-6,-3,i,i
Cc1ccc(C)c(N2CCN(C(=O)c3cn(C)c4ccc(S(=O)(=O)N(C)C)cc4c3=O)CC2)c1,i,i,i,-1,i,-9,i,0,0,i,i
O=C(CCN1Cc2ccccc2C1)c1ccc2c(c1)OCCO2,i,8*,i,3,17*,-5,i,-4,-2,i,i
Nc1sc2c(c1C(=O)NCCc1ccccc1)CCC2,i,i,i,3,i,-16,i,-1,-2,i,i
CC(NC(=O)Cc1ccc(F)cc1)c1ccccc1 (stereo not drawn),i,i,i,3,i,-5,i,14,-2,i,i
O=C(Nc1ccc(Cc2ccncc2)cc1)c1ccc(Cl)c([N+](=O)[O-])c1,i,i,i,-1,i,-6,i,-1,·,i,i
CSCCC(NS(=O)(=O)c1ccc(C)cc1)C(=O)N1CC=C(c2ccccc2)CC1 (stereo not drawn),i,i,i,-1,i,-12,i,-5,-2,i,i
CCCCn1c(N)c(N(Cc2ccccc2OC)C(=O)COc2ccccc2OC)c(=O)[nH]c1=O,i,i,i,-4,i,-9,i,-5,·,i,i
CCCCNc1nc(NC)nc(Cl)c1SC,i,i,i,0,i,-11,i,-2,9,i,i

# These rows are one share of the data, so the mix of outcomes need not match the whole.
